Compound activity from PubChem BioAssay.
Mdm2-MdmX inh = disrupts the human Mdm2-MdmX interaction; O15151+Q00987; SaOS-2 split-luciferase Mdm2/MdmX complementation, luminescence; inhibition, % at 8 µM; hit rate 3% among 330,000; AID 485346;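 active = inhibition of at least 50% at 8 µM in the primary screen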
Target sequence (O15151 whole entry, looked up): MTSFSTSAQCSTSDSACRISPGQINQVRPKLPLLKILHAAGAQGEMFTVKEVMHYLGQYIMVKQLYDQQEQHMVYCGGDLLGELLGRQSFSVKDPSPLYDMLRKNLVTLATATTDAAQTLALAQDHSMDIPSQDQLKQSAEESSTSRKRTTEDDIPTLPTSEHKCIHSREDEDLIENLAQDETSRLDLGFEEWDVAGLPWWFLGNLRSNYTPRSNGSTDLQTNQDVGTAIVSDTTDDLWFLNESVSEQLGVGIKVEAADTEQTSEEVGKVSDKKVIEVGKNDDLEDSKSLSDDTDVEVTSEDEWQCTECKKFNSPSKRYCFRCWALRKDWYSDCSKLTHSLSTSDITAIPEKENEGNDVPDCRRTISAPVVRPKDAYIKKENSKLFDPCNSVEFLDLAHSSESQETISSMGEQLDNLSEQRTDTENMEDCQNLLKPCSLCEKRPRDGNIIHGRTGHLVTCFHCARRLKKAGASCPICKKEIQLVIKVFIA
Target sequence (Q00987 whole entry, looked up): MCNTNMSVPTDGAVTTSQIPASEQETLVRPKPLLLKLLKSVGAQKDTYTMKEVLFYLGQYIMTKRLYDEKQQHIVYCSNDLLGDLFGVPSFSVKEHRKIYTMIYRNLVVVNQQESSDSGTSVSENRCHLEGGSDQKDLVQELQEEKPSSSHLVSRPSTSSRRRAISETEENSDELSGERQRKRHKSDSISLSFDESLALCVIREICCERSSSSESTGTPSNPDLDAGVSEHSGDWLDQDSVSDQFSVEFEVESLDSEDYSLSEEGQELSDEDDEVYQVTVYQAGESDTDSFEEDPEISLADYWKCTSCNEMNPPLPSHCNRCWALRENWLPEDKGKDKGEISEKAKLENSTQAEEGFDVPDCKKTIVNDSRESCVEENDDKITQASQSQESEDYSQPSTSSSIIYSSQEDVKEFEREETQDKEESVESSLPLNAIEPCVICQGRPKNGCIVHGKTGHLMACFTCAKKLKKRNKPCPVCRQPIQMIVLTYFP
APJ ag = APJ receptor agonism; P35414; hit rate 0.11% among 330,000; CHO-K1 APJ PathHunter beta-arrestin, luminescence; 0% DMSO wells, 100% apelin; activation, % at 20 µM; AID 2520;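 active = activation more than six SD over the plate average, tested at 20 µM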;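 note: 0% = DMSO alone and 100% = apelin-13 at 10 nM; some results filed as inactive read as strong as hits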
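Material: CHO-K1 APJ beta-arrestin complementation cell line; Input: cell density 1000 per well; Incubation: compound stimulation 90 min at 25 °C, detection 60 min; Signal: luminescence from split beta-galactosidase complementation, Galacton Star/Emerald II substrate; Controls: DMSO-only wells as negative, 10 nM Apelin-13 as positive control.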
XBP1 UPR activ = adaptive UPR (XBP1) activation; CHO-XBP1 luciferase reporter, IRE1-XBP1 UPR activation, luminescence; percent of tunicamycin response, DMSO as zero; activation, % at 20 µM; hit rate 0.33% among 330,000; AID 463104;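 active = versus positive control, 20 µM dose yields 30% or more activation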;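 note: 100% = tunicamycin at 10 µg/mL and 0% = DMSO only wells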
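Material – CHO cell line with stable XBP1 luciferase reporter · Buffer or medium – F12 plus 10% FBS · Compound – single point, 20 µM final compound, 1% DMSO · Schedule – 16-18 h cell attachment at 37 °C, then 6 h compound exposure · Signal – Steady-Glo luminescence read · Benchmarks – high control tunicamycin 10 µg/mL final, low control DMSO vehicle only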
UPR CHOP act = activators of apoptotic arm of unfolded protein response (CHOP). CHO-CHOP luciferase reporter, UPR activation, luminescence; percent of tunicamycin response over DMSO baseline. AID 449763. activation, % at 10 µM. hit rate 0.34% among 330,000;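 active = at 10 µM dose, activation of 40% or more, normalized to positive control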;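 note: 100% = tunicamycin at 10 µg/mL and 0% = DMSO alone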
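Evaluation: % reporter activation, DMSO baseline versus tunicamycin full activation; System: CHO-CHOP luciferase reporter cell line; Input: 500 cells/well; Incubation: 6 h compound treatment, 37 °C; Measured by: Steady-Glo luciferase luminescence; Dosing: one dose, 10 µM in 0.5% DMSO; Buffer or medium: F12 medium, 10% FBS; Benchmarks: positive tunicamycin 10 µg/mL, negative DMSO alone.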
697 NFkB inh = lowers PMA/ionomycin-induced NF-kB signal in 697 B cells; 697 B-cell NF-kB luciferase reporter, 16 h; inhibition, % at 4 µM; hit rate 0.33% among 330,000; in the data active = inhibition above about 35%
Jurkat NFkB inh = lowers PMA/ionomycin-induced NF-kB signal in Jurkat cells; PMA/ionomycin-induced NF-kB luciferase reporter, luminescence; hit rate 0.53% among 330,000; inhibition, % at 4 µM; in the data active = inhibition above about 50%
APJ antag = APJ receptor antagonism | P35414 | CHO-K1 APJ beta-arrestin complementation, luminescence | inhibition, % at 20 µM | hit rate 0.32% among 330,000 | AID 2521;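 active = inhibition above about 40% at 20 µM, limit read from the data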;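 note: cells challenged with 10 nM apelin-13 agonist together with compound; plate controls were apelin-13 plus DMSO wells for no effect and DMSO wells lacking apelin-13 for full effect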
tim23-1 inh = inhibits growth of tim23-1 mutant yeast | S. cerevisiae tim23-1 growth, BacTiter-Glo luminescence, 24 h | inhibition, % at 20 µM | hit rate 1.3% among 330,000;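 active = growth inhibition of the mutant yeast at or above 50%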;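 note: temperature-sensitive mutant grown at 25 °C; plate controls were DMSO-treated mutant yeast for no effect and medium wells lacking yeast for full effect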
* hit, by the source's call.

SMILES | Mdm2-MdmX inh | APJ ag | XBP1 UPR activ | UPR CHOP act | 697 NFkB inh | Jurkat NFkB inh | APJ antag | tim23-1 inh
CSc1ccc(/C=N\Nc2nncn2N)cc1 | 11 | -1 | 5 | 2.9 | -2 | -15 | -10 | 32
Cc1cc(-c2nn3c(C)nnc3s2)ccc1NC(=O)C(C)(C)C | -6 | -2 | -3 | -4.9 | -87 | -80 | 12 | -5
Cc1ccc(C)c(Nc2nc3ccc(C)cc3n3cnnc23)c1 | -4 | -4 | 0 | -1.4 | 0 | -14 | 2 | -1
COc1ccc(NC(=O)C2CCN(C(=O)c3cccs3)CC2)cc1 | 12 | -4 | -1 | 4.4 | 6 | 8 | 3 | 8
CN1CCC=C(C(=O)N2c3ccccc3Sc3ccc(Cl)cc32)C1 | 23 | -3 | -4 | 1.5 | -3 | -14 | 17 | 38
CSC(=NC#N)N1CCN(c2ccc(Cl)cc2)CC1 | -16 | 0 | 2 | 1.4 | 6 | 8 | -12 | 0
CCOc1ccc(CCNC(=O)CCS(=O)(=O)c2ccc(OC)cc2)cc1OCC | -12 | 0 | -2 | -0.5 | 8 | 6 | -1 | 24
O=C(O)COc1ccc2c(c1)O/C(=C\c1cccs1)C2=O | -3 | -3 | -3 | -0.7 | -4 | -9 | -31 | 21
Cc1ccccc1-c1cc(C(=O)NCc2ccc(OC(F)(F)F)cc2)n(CC2CC(c3cccnc3)=NO2)n1 (configuration not stated) | 32 | 1 | -1 | -0.2 | 5 | -115 | -6 | 6
CC1(C)c2[nH]c3ccccc3c2C[C@H]2C(=O)N(CCCCCO)CC(=O)N21 | 6 | 0 | 0 | -1.7 | 3 | -22 | 10 | 6
COC(=O)c1ccc(/C=C/C(=O)OCC(=O)Nc2ncc(Cl)cc2Cl)cc1 | 5 | 1 | -1 | 2.1 | 8 | -3 | 18 | 4
CN1CCN(C(=O)c2ccc(-c3cccs3)s2)CC1 | -18 | 2 | 1 | 1.6 | -79 | -76 | 16 | 1
CC(C)C(NS(=O)(=O)c1cccc2nsnc12)C(=O)Nc1nc2ccc(Cl)cc2s1 (configuration not stated) | 16 | -3 | -3 | 2.4 | 4 | 11 | 15 | -5
COn1c(-c2ccccc2)nc2ccc(Cl)cc21 | -72 | -1 | 2 | 2.9 | -67 | -66 | 4 | 32
COc1cccc(COC(=O)Cc2ccc(S(=O)(=O)N3CCOCC3)s2)c1OC | -9 | -4 | -1 | 2.2 | 5 | 3 | 11 | 20
COC(=O)C(CCSC)NC(=O)c1cc2c(n(-c3ccc(C)cc3)c1=O)CCCC2=O (configuration not stated) | -7 | -3 | 12 | -0.7 | -3 | 1 | 11 | 20
Nc1nn2c(-c3ccccc3)cc(=O)[nH]c2c1N=Nc1ccc(O)cc1 | -9 | -4 | -1 | -1.4 | -28 | 7 | 24 | 5
COC(=O)/C=C1/SC(=NC(=O)c2ccccc2)NC1=O | -4 | -4 | -2 | 0.9 | 3 | 12 | 6 | 10
COc1ccc(NC2CC(=O)N(c3cccc(C)c3)C2=O)cc1 (configuration not stated) | 3 | -5 | 0 | 1.8 | -6 | 4 | 12 | 9
O=C(Nc1cccc([N+](=O)[O-])c1)c1cc(S(=O)(=O)Nc2ccccn2)ccc1Cl | 20 | 2 | -2 | 0.4 | -4 | 0 | -2 | 10
C/C(=N/NC(=O)c1ccoc1C)c1cccc(NC(=O)C2CC2)c1 | -4 | -3 | 2 | 2.7 | -8 | 3 | -14 | 20
Cc1ccc2nc(NCc3ccccc3)c(C=NCc3ccccc3)c(=O)n2c1 | -5 | -6 | 0 | 2.2 | 1 | -6 | 9 | 13
Cc1ccc(S(=O)(=O)NCCC(c2ccccc2)c2ccccc2)cc1C(=O)O | 7 | -3 | -2 | 0.2 | 27 | -6 | -30 | 11
O=C(Nc1nnc(SCC(=O)N2CCCCC2)s1)C1CCCCC1 | -19 | 5 | -1 | 0.3 | -34 | -16 | -10 | 13
COCCNC(=O)C(c1ccc(C)o1)N(C(=O)c1snc(C(N)=O)c1N)c1cc(C)cc(C)c1 (configuration not stated) | 4 | -3 | -5 | -0.1 | 5 | 1 | 9 | 5
SMILES | Mdm2-MdmX inh | APJ ag | XBP1 UPR activ | UPR CHOP act | 697 NFkB inh | Jurkat NFkB inh | APJ antag | tim23-1 inh
Cc1ccc(OCc2cc(C(=O)N3CCN(CC(=O)NC(C)C)CC3)no2)cn1 | -7 | -3 | -3 | 0.6 | 9 | 17 | 1 | 5
COc1ccccc1OC(=O)c1ccc2nsnc2c1 | -24 | -5 | 4 | 3.4 | 26 | 0 | 11 | 17
O=C1c2[nH]nc(-c3ccccc3O)c2C(c2ccc(F)cc2)N1CC1CCCO1 (configuration not stated) | -1 | -3 | -2 | 0.0 | -54 | -3 | -9 | 25
CCSc1nnc(CNC(=O)C23CC4CC(CC(C4)C2)C3)n1Cc1ccccc1 | -26 | 0 | -2 | -2.3 | 14 | 0 | -21 | 5
COCCCNC(=O)c1cc2c(=O)n(C)c3ccccc3c2n1C | 19 | 0 | 3 | -2.3 | -4 | 16 | 5 | 4
N#Cc1c(NC(=O)c2ccc(Br)o2)n(-c2ccccc2)c2nc3ccccc3nc12 | -6 | 0 | 2 | 0.4 | 18 | 3 | 11 | 13
Cc1ccc2nc(C)cc(OCC(=O)O)c2c1 | 9 | -1 | -1 | -1.1 | 11 | 4 | 5 | 0
COc1ccc(NS(=O)(=O)c2cc3c(cc2C)N(C(C)=O)CCO3)cc1 | 1 | -4 | -1 | 2.4 | 7 | 8 | 8 | -6
O=C(NC1CCN(S(=O)(=O)c2ccc(Cl)c(F)c2)CC1)c1cccnc1 | 12 | -2 | -7 | 1.2 | 13 | -2 | 8 | 3
CCC(C)NC(=O)C1CCN(S(=O)(=O)c2ccc3[nH]c(=O)ccc3c2)CC1 (configuration not stated) | 1 | 1 | -1 | 1.4 | 11 | 3 | 20 | 13
Cc1csc(=O)n1CCC(=O)OCC(=O)NCc1ccc(Cl)cc1Cl | 2 | -4 | -1 | -0.9 | 17 | -2 | 12 | -7
CCOc1ccc(-c2nc(N)ncc2-c2ccc(Cl)cc2)c(O)c1 | 17 | -4 | 0 | 0.5 | -17 | -26 | 15 | 54*
COc1cccc(/C=N/NC(=O)C(=O)NCc2cccnc2)c1O | -12 | 0 | -1 | 1.4 | -57 | 3 | -6 | 0
O=C(NN1C(=O)c2ccccc2NC12CCCCC2)c1ccccc1 | -7 | 1 | 0 | -0.9 | 12 | 6 | -5 | 8
O=C(Cc1ccccc1)NNC(=O)C1CCCC1 | 10 | -2 | -3 | -0.6 | 10 | 5 | 0 | 14
COc1ccc(C2=NN(C3=NN=C(N)Cc4ncnn43)C(O)(C(F)(F)F)C2)cc1 (configuration not stated) | 2 | -1 | 4 | -1.2 | 21 | -11 | -8 | 14
Cc1ccc(CS(=O)Cc2ccc(C(=O)NCc3ccc4c(c3)OCO4)o2)cc1 (configuration not stated) | 7 | 3 | -1 | 0.1 | -4 | 11 | -1 | 4
O=c1c2c(-c3ccccc3)csc2ncn1/N=C/c1ccc(O)c([N+](=O)[O-])c1 | -5 | -4 | 12 | 0.3 | -1 | -1 | 28 | 38
O=C(CC(=O)N/N=C/c1cccs1)NCc1ccccc1 | -15 | -2 | -3 | 0.5 | 18 | -2 | 7 | -15
COc1ccc(CCNC(=O)C(=O)NCc2ccc(Cl)cc2)cc1OC | 8 | -1 | -2 | 2.3 | 12 | 16 | -7 | -3
N/C(CC(=O)Nc1ccc(F)c(Cl)c1)=N\OC(=O)c1cccs1 | 38 | 18 | 1 | -1.4 | -14 | -26 | -38 | 73*
COc1ccc(C2(C(=O)c3ccccc3)C(=O)c3ccccc3C2=O)cc1 | -35 | -2 | -3 | 2.0 | -8 | -16 | -4 | 35
Cc1ccc(S(=O)(=O)N2CCN(Cc3ccco3)CC2)cc1C | 21 | 1 | -8 | 0.8 | 4 | 9 | 0 | 22
Cc1cccc(N(CC(=O)N/N=C/c2ccc(OCC(=O)NCc3ccco3)cc2)S(C)(=O)=O)c1C | -5 | 3 | 1 | -3.0 | 16 | 3 | 0 | -6
O=C1CC(c2ccccc2)c2c(O)cc(O)cc2O1 (configuration not stated) | 32 | -3 | 0 | 0.7 | -20 | 15 | 13 | 6

Six compounds from above, arranged by heavy-atom count, highest first.
SMILES | Mdm2-MdmX inh | APJ ag | XBP1 UPR activ | UPR CHOP act | 697 NFkB inh | Jurkat NFkB inh | APJ antag | tim23-1 inh
COc1ccc(C2=NN(C3=NN=C(N)Cc4ncnn43)C(O)(C(F)(F)F)C2)cc1 (configuration not stated) | 2 | -1 | 4 | -1.2 | 21 | -11 | -8 | 14
COc1ccc(C2(C(=O)c3ccccc3)C(=O)c3ccccc3C2=O)cc1 | -35 | -2 | -3 | 2.0 | -8 | -16 | -4 | 35
O=C(NC1CCN(S(=O)(=O)c2ccc(Cl)c(F)c2)CC1)c1cccnc1 | 12 | -2 | -7 | 1.2 | 13 | -2 | 8 | 3
O=C(NN1C(=O)c2ccccc2NC12CCCCC2)c1ccccc1 | -7 | 1 | 0 | -0.9 | 12 | 6 | -5 | 8
N/C(CC(=O)Nc1ccc(F)c(Cl)c1)=N\OC(=O)c1cccs1 | 38 | 18 | 1 | -1.4 | -14 | -26 | -38 | 73*
Cc1ccc2nc(C)cc(OCC(=O)O)c2c1 | 9 | -1 | -1 | -1.1 | 11 | 4 | 5 | 0

(listing goes on)
SMILES | Mdm2-MdmX inh | APJ ag | XBP1 UPR activ | UPR CHOP act | 697 NFkB inh | Jurkat NFkB inh | APJ antag | tim23-1 inh
Cc1nc2cc(C(=O)O)ccc2n1C1CCCCC1 | -15 | 0 | 1 | -0.3 | -15 | -7 | 4 | 11
Cc1nn(C)c2ncc(C(N)=O)c(Oc3cccnc3)c12 | 6 | 2 | -1 | 1.5 | -13 | -6 | -5 | -17
Cc1ccnc(NC(=O)C2CCC(CNc3c(N4CCCC4)c(=O)c3=O)CC2)c1 (configuration not stated) | 18 | -1 | -4 | -0.3 | -6 | 5 | -52 | -17
COc1ccc(-c2cc3cc(OC)c(OC)cc3cn2)cc1OC | 4 | -2 | 8 | 5.2 | -9 | -33 | -16 | 2
O=C(NCCSCc1ccco1)Nc1cccc(Cl)c1 | -3 | 2 | 0 | 2.9 | -37 | -34 | 15 | 47
CC(C)CCN(C(=O)C1CSC2(C)CCC(=O)N12)c1c(N)n(Cc2ccccc2)c(=O)[nH]c1=O (configuration not stated) | 10 | -4 | 1 | -0.2 | -1 | 10 | 0 | 1
COc1ccc(OCCCC(=O)Nc2nc(C)c(C(C)=O)s2)cc1 | -10 | -1 | 0 | 0.9 | 7 | -25 | 4 | 7
Cc1ccc(C)c(Cn2c(=O)n(CCC(=O)NCc3ccco3)c(=O)c3ccccc32)c1 | 32 | -4 | -4 | -4.2 | -23 | 1 | -2 | 7
O=C(Cn1cc2c(n1)CCCCC2)NC1CCCCCC1 | -11 | -3 | 3 | 1.5 | -39 | -26 | 11 | 25
Cc1ccc(C)c(S(=O)(=O)NC(C)C(=O)Nc2ccc(-c3nc4ccccc4s3)cc2)c1 (configuration not stated) | 38 | 2 | 1 | 4.0 | -191 | -92 | 9 | -2
CCC(Cc1ccccc1)NC(=O)C1CCCCC1 (configuration not stated) | 10 | 0 | -4 | -0.2 | -2 | -7 | -2 | -2
CCOC(=O)C1CCN(Cc2nc3ccccc3c(=O)n2-c2ccc(F)cc2)CC1 | -29 | -3 | -2 | -0.2 | -3 | -8 | 3 | 36
Cc1[nH]c2ccccc2c1-c1csc(N)n1 | 35 | -2 | -2 | 1.7 | 4 | -16 | -14 | 12

Compounds were not picked by outcome (roughly 5% active in at least one column).
